GLP1R inv ag: GLP-1 receptor (human) inverse agonism; Potency, µM (doses to about 38.3 µM), inactives show at the top dose activity change, negative = inhibition, most hits filed as inhibitors; P43220; HEK293 GLP-1R CRE-luciferase, luminescence, 24 h; GLP-1R form is constitutively active; AID 624417; 1.6% of 410,000 active; note: potency is the fitted concentration of half-maximal effect; % is set by controls: 0 for no effect and ±100 for the full control effect; nearly all actives have a fitted effect of over 55% in size
Target sequence (P43220 whole entry, looked up): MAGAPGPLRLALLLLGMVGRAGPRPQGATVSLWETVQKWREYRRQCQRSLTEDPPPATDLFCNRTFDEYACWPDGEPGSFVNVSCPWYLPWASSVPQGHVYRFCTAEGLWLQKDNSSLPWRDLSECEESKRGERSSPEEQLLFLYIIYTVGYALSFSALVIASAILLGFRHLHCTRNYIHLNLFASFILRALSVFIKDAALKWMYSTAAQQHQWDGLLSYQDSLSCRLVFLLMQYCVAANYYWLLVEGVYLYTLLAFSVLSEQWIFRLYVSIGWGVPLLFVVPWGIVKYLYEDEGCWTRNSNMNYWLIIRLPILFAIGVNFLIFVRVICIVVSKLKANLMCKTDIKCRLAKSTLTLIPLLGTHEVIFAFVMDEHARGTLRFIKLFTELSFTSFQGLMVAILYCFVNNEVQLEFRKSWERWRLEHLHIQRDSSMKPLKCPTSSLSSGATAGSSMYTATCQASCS
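qHTS in 1536-well format: reporter HEK293 cells expressing constitutive GLP-1R activity in DMEM + 10% Nu serum, 24 hr with compounds at 37 deg C, luminescence read after 12 min with detection reagent.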
TDP-43 yeast inh: inhibitors of TDP-43 toxicity in yeast; TDP-43 expressing yeast growth rescue, BacTiter-Glo, 24 h; Potency, µM (titrated, usually from 46.1 µM), for the others: at the highest dose growth rescue (activation), usual class: activators; 1.8% of 410,000 active; note: potency is the fitted concentration of half-maximal effect; % of control where 0% means no effect; nearly all actives have a fitted effect of over 50% in size
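Luminescence from BacTiter-Glo reports growth of TDP-43-expressing yeast after 24 hr at 30 deg C with compound. Cells were raffinose-pregrown to mid-log, then seeded in galactose medium at OD600=0.02.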
PTHR1 agonist: agonists of human PTHR1 parathyroid hormone receptor. 0.075% of 410,000 active. Q03431. HEK293 GP2 PTHR1 cells, GloSensor cAMP luminescence, 1 h. AID 743266. Potency, µM (series often up to 115 µM), without a hit: at the top dose activation, hits mostly activators; note: potency is the fitted concentration of half-maximal effect; nearly all actives have a fitted effect of over 55% in size; some results filed as inactive show a strong effect at the top dose; inactives centre near -15; many of its hits are not listed in these tables
Target sequence (Q03431 whole entry, looked up): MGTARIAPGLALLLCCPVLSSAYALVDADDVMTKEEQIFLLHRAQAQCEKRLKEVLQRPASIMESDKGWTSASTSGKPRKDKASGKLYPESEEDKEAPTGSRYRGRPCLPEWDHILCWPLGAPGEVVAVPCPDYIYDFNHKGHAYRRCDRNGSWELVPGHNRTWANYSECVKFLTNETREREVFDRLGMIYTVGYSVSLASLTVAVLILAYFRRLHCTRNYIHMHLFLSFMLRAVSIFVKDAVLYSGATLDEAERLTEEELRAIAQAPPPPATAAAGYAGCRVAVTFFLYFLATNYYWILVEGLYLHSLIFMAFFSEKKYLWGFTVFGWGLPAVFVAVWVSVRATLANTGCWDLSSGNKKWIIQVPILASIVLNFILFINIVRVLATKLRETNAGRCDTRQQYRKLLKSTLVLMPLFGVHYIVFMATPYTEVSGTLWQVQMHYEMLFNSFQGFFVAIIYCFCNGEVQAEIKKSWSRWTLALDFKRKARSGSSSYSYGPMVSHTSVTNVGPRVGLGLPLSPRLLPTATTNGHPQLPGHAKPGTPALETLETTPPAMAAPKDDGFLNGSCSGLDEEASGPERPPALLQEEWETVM
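HEK-293-derived GP2 cells expressing PTHR1 and a GloSensor cAMP reporter, 3,000/well, plated overnight, given luciferin plus IBMX (each 0.5 mM as added) for 1 h at 37 °C, then compound for 1 h at 37 °C. Luminescence was read after 15 min at room temperature.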
FUS yeast rescue: FUS proteinopathy suppression in yeast. S. cerevisiae FUS-expressing, growth rescue, OD600, 24 h. Potency, µM (titrated, usually from 76.6 µM), inactives show at the highest dose growth rescue (activation), most hits filed as activators. 0.24% of 390,000 active;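 note: potency is the fitted concentration of half-maximal effect; plate controls were DMSO vehicle for no effect and reference control for full effect; nearly all actives have a fitted effect of over 55% in size; some results filed as inactive show a strong effect at the top dose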
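Yeast expressing FUS under galactose induction, OD 0.005 in 2% galactose medium; compounds in a dilution series, 24 h at 30C. Growth rescue by absorbance at 600 nm; CP55940 positive control, DMSO negative.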
aSyn yeast inh: inhibitors of alpha-synuclein toxicity in yeast. Yeast expressing alpha-synuclein, growth rescue, BacTiter-Glo, 24 h. Potency, µM (highest dose often 46.1 µM), for inactives: top-dose growth rescue (activation), hits mostly activators. 0.14% of 370,000 active. AID 652106; note: potency is the fitted concentration of half-maximal effect; % of control where 0% means no effect; nearly all actives have a fitted effect of over 65% in size
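Galactose-induced alpha-syn yeast (OD600=0.02, raffinose-pregrown) + pinned cpd, 24 hr, 30 deg C; growth by BacTiter-Glo luminescence. Growth restoration scores as activation.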
Mm-Cpn inhibitor: blocks the Methanococcus maripaludis chaperonin Mm-Cpn; purified Mm-Cpn ATPase, ADP Transcreener TR-FRET; Potency, µM (top dose mostly 76.9 µM), inactives show top-dose activity, negative = inhibition, hits mostly inhibitors; 0.031% of 330,000 active; AID 504842; note: potency is the fitted concentration of half-maximal effect; % is set by controls: 0 for no effect and ±100 for the full control effect; nearly all actives have a fitted effect of over 80% in size
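25 nM Mm-CPN + cpd, 10 min 37°C; + 10 uM ATP, 30 min 37°C; buffer 30 mM Tris pH 7.4, 100 mM KCl, 5 mM MgCl2, 1 mM DTT; Transcreener ADP HTRF detection 30 min RT.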
HEK293 tox: cytotoxic in the GLP-1 receptor inverse agonist counter-screen. 0.13% of 410,000 active. Potency, µM (series often up to 38.3 µM), without a hit: at the top dose activity change, negative = inhibition, most hits filed as inhibitors. HEK293 cAMP-luciferase reporter cells, luminescence, 24 h. AID 624418;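 note: loss of luciferase light is scored as toxicity; potency is the fitted concentration of half-maximal effect; % is set by controls: 0 for no effect and ±100 for the full control effect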
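1536-well qHTS counterscreen of the MLSMR; 200 cells/uL, 12 h pre-incubation, 23 nL cpd, 24 h at 37 deg C 5% CO2, luciferase detection reagent, 12 min RT, luminescence. Inhibition = undesired.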
pAkt inh: blocks phosphorylation of Akt | 0.32% of 360,000 active | activity change, % for hits at 50 µM | Neuro2A IGF-stimulated pAkt S473 HTRF, 20 min; stronger effect = lower value; in the data active = activity change below about -80%; inconclusive = mostly about -51% to -80%; note: % is set by controls: 0 for no effect and ±100 for the full control effect
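Single-point screen (50 µM final compound) in Neuro2A cells stimulated 20 min with 6 nM IGF at 37 deg C. After lysis, Ser473-phosphorylated Akt read by HTRF (ex 330 nm, em 615/665 nm) as the 665/615 ratio.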
Abeta yeast res: restores growth of yeast expressing A-beta42 peptide. yeast expressing A-beta42, growth rescue, OD600, 48 h; response scale: 0% DMSO, 100% iron-clioquinol control. 0.063% of 410,000 active. AID 1347071. Potency, µM (series often up to 46.1 µM), without a hit: at the highest dose growth rescue, hits mostly activators; note: potency is the fitted concentration of half-maximal effect; nearly all actives have a fitted effect of over 55% in size
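Growth rescue measured by 600 nm absorbance after 48 h yeast culture at 30 C with compound. Values normalized between DMSO and an equimolar ferric chloride plus clioquinol control.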
Numbers without * were called inactive; i = inactive; ? = inconclusive; . = no result given; & = joins results of further samples; [ ] = another dose, or the depositor's remark. Unless noted, calls come from the whole dose curve; as a rule, active = well fitted curve in the direction sought with a large enough effect; inconclusive = small, poorly fitted or top-dose-only effect, or another doubt; inactive = no such curve, though single readings can be large; an effect the other way counts as inactive or inconclusive.

1) Nc1c(C(=O)CSc2n[nH]c(-c3ccccc3)n2)c(=O)[nH]c(=O)n1C1CC1
2) OCCN(Cc1ccccc1)CC1CCCCC1
3) Cc1cccc(C)c1NC(=O)C(c1ccccc1OC(F)(F)F)N1CCN(c2ccc(F)cc2)CC1 (configuration not stated)
4) CC(=O)c1c(-c2ccccc2)c2cc([N+](=O)[O-])ccc2[nH]c1=O
5) COc1c(F)c(F)c(C(=O)O)c(Nc2ccc(C)cc2)c1F
6) CC(OC(=O)c1ccccn1)C(=O)Nc1nc(-c2ccc(F)c(F)c2)cs1 (configuration not stated)

assay / entry	1	2	3	4	5	6
GLP1R inv ag	10%	-3%	?	-14%	-5%	23%
TDP-43 yeast inh	22%	-29%	11%	-4%	-19%	5%
PTHR1 agonist	-22%	-3%	-13%	i	-24%[57.5 µM]	-15%
FUS yeast rescue	5%	6%	17%	-22%	18%	5%
aSyn yeast inh	-1%	-3%	-9%	-12%	0%	-17%
Mm-Cpn inhibitor	0%	.	.	0%	-2%	1%
HEK293 tox	12%	7%	2%	-9%	-9%	0%
pAkt inh	i	i	i	i	i	i
Abeta yeast res	-11%	9%	-7%	-5%	0%	-14%

7) CC(=O)c1ccc(NC(=O)C(C)OC(=O)CCCN=C2NS(=O)(=O)c3ccccc32)cc1 (configuration not stated)
8) O=C(N/N=C/c1ccc2c(c1)OCO2)C1CC1
9) COc1cccc(/C=C(/C(=O)OCC(=O)NC2CCCC(C)C2C)c2ccccc2)c1 (configuration not stated)
10) Cc1cccc2cc(COC(=O)C(C)C)c(=O)[nH]c12
11) CC(=O)Nc1ccc(CCc2nc3ccccc3[nH]2)cc1
12) O=C(Nc1ccc(C(=O)OCc2cc(=O)n3c4c(sc3n2)CCCC4)cc1)c1ccc(F)cc1

assay / entry	7	8	9	10	11	12
GLP1R inv ag	15%	33%	10µM*	11%	-12%	1%
TDP-43 yeast inh	6%	-5%	3%	19%	2%	19%
PTHR1 agonist	-24%	i	-23%	-21%[57.5 µM]	i	i
FUS yeast rescue	17%	4%	?	-5%	27%	-13%
aSyn yeast inh	3%	-2%	1%	-1%	-2%	.
Mm-Cpn inhibitor	-2%	0%	2%	-1%	1%	.
HEK293 tox	-6%	-3%	-6%	8%	-2%	-17%
pAkt inh	i	i	i	i	i	.
Abeta yeast res	3%	-1%	4%	12%	-6%	-14%

13) COC(C/C=C/C(=O)COCc1ccccc1)OC
14) COc1cc(OC)cc(C(=O)Nc2ccccc2C(=O)NC2CC2)c1
15) Clc1ccc2[nH]cc(-c3nnnn3-c3ccccc3)c2c1
16) Cc1cc2oc(C(=O)Nc3nc(-c4ccccc4)ns3)c(C)c2cc1Cl
17) O=c1[nH]c2c(s1)C(c1cccnc1)C1C3CCC(C3)C1S2 (configuration not stated)
18) CC1(C)CC(NC2C3CC4CC(C3)CC2C4)CC(C)(C)N1 (configuration not stated)

assay / entry	13	14	15	16	17	18
GLP1R inv ag	-3%	-31%	?	1%	13%	3.2µM*
TDP-43 yeast inh	13µM*	12%	1%	4%	1%	15%
PTHR1 agonist	-38%[inhibitor]	-6%	-15%	-5%	i	i
FUS yeast rescue	-25%	.	4%	-9%	-13%	-1%
aSyn yeast inh	6%	-8%	-5%	.	1%	2%
Mm-Cpn inhibitor	-3%	2%	-1%	.	-2%	1%
HEK293 tox	-1%	-37%	?	2%	4%	?
pAkt inh	i	i	i	.	i	i
Abeta yeast res	-47%[inhibitor]	2%	-10%	-14%	.	1%

In another format: results already given.
item	canonical_smiles	GLP1R inv ag	TDP-43 yeast inh	PTHR1 agonist	FUS yeast rescue	aSyn yeast inh	Mm-Cpn inhibitor	HEK293 tox	pAkt inh	Abeta yeast res
14	COc1cc(OC)cc(C(=O)Nc2ccccc2C(=O)NC2CC2)c1	-31%	12%	-6%	.	-8%	2%	-37%	i	2%
6	CC(OC(=O)c1ccccn1)C(=O)Nc1nc(-c2ccc(F)c(F)c2)cs1 (configuration not stated)	23%	5%	-15%	5%	-17%	1%	0%	i	-14%
9	COc1cccc(/C=C(/C(=O)OCC(=O)NC2CCCC(C)C2C)c2ccccc2)c1 (configuration not stated)	10µM*	3%	-23%	?	1%	2%	-6%	i	4%
4	CC(=O)c1c(-c2ccccc2)c2cc([N+](=O)[O-])ccc2[nH]c1=O	-14%	-4%	i	-22%	-12%	0%	-9%	i	-5%

Additional compounds
19) CN(C)CCNC(=O)c1ccc2nc(Cc3ccccc3)oc2c1
20) COc1ccc(Cl)cc1NC(=S)N1CCN(S(C)(=O)=O)CC1
21) O=C(c1cccnc1)N1CCN(S(=O)(=O)c2ccc(Cl)cc2)CC1
22) O=C(Cn1c(=O)c2ccccc2n(CC(=O)Nc2ccc(F)cc2F)c1=O)NCCc1ccccc1
23) O=C(c1ccco1)N1CCN(C2CN(Cc3ccc(F)cc3)S(=O)(=O)C2)CC1 (configuration not stated)
24) COc1cccc(NC(=O)COC(=O)c2c(F)cccc2Cl)c1

assay / entry	19	20	21	22	23	24
GLP1R inv ag	?	13%	11%	-5%	10%	-2%
TDP-43 yeast inh	14%	6%	-7%	13%	11%	?
PTHR1 agonist	-18%	16%	i	-42%[inhibitor]	-6%	-16%
FUS yeast rescue	-16%	-4%	9%	19%	-15%	0%
aSyn yeast inh	.	1%	-2%	.	2%	3%
Mm-Cpn inhibitor	.	5%	2%	.	.	-4%
HEK293 tox	-2%	-7%	2%	5%	4%	-3%
pAkt inh	.	i	i	.	i	i
Abeta yeast res	-4%	-2%	-28%	-5%	-21%	-13%

25) CCOC(=O)c1cnc2cc(-c3ccc(C)cc3)nn2c1-c1ccccc1
26) O=C1CC[C@@H](C(=O)N2CSC[C@H]2C(=O)O)N1
27) Cc1ccc(-n2cccn2)c(CN2CCC(CO)(CCc3ccccc3)CC2)c1
28) Cc1ccc(CNS(=O)(=O)NCc2ccc(Cl)cc2)cc1
29) Cc1ccc(C(=O)OCC(=O)Nc2ccccc2)cc1S(=O)(=O)N1CCCCC1
30) Cc1nc2sc3c(c2c(=O)n1/N=C/c1cccnc1)CCCC3

assay / entry	25	26	27	28	29	30
GLP1R inv ag	?	0%	?	-34%	?	23%
TDP-43 yeast inh	-6%	23%	3%	4%	16%	-3%[9.22 µM]
PTHR1 agonist	i	-21%	i	-1%	-10%	i
FUS yeast rescue	?	-7%	12%	-37%	2%	6%
aSyn yeast inh	-5%	5%	2%	1%	-1%	-15%
Mm-Cpn inhibitor	-3%	1%	-10%	-1%	2%	-2%
HEK293 tox	-10%	-11%	?	0%	-21%	-9%
pAkt inh	i	i	i	i	i	i
Abeta yeast res	-3%	-2%	-6%	-15%	9%	-14%

31) COc1ccc(C(N)=O)cc1N
32) Cc1nc(/C=C/c2ccccc2)cc(/C=C/c2ccccc2)n1
33) O=C(COC(=O)c1cc(=O)c2ccccc2o1)NCc1ccc(Cl)cc1
34) CSc1nc(NC(C)=O)nc(C)c1Cl
35) COc1ccc(CCNC(=O)c2ccc(N(C)S(=O)(=O)c3ccc(C)cc3)cc2)cc1
36) COCc1nc2ccccc2n1Cc1cccc(C)c1

assay / entry	31	32	33	34	35	36
GLP1R inv ag	-26%	2%	3%	-6%	?	-20%&-2%
TDP-43 yeast inh	6%	24%	16%	13%	-10%	28%&20%
PTHR1 agonist	i	-13%[57.5 µM]	-6%	-22%	-11%	-5%[57.5 µM]
FUS yeast rescue	-1%	33%	34%	.	6%	-23%&7%
aSyn yeast inh	-6%	6%	8%	-3%	-2%	-11%
Mm-Cpn inhibitor	-3%	-1%	.	1%	0%	0%
HEK293 tox	-20%	3%	-11%	16%	3%	25%&1%
pAkt inh	i	i	i	i	i	i
Abeta yeast res	-2%	-4%	-6%	-5%	-10%	19%&12%

37) CCN(CC)CCNC(=O)c1ccc(-c2nc(CN3CCc4ccccc43)c(C)o2)cc1
38) CCOCCCNC(=O)c1cc2c(=O)n(CC)c3ccccc3c2s1
39) Cc1ccc(CN2CCN(Cc3cnc(C)s3)CC2CCO)cc1 (configuration not stated)
40) C#CCN(C[C@@H]1[C@@H](OC(=O)Nc2cccs2)[C@@H](OC(=O)Nc2cccs2)Cn2c(=O)ccc(=O)n21)S(=O)(=O)c1ccc(C)cc1
41) CCc1cc(=O)oc2cc(C)cc(OC(C)C(=O)NCc3ccccn3)c12 (configuration not stated)
42) O=C(CCSCCC(=O)NCc1ccc(F)cc1)NCc1ccc(F)cc1
43) CN(Cc1c(C(=O)N/N=C/c2cccc(Cl)c2)nnn1-c1nonc1N)c1ccccc1
44) O=C(O)CN1C(c2ccccc2O)Nc2ccc(Br)cc2C1c1ccccc1 (configuration not stated)

assay / entry	37	38	39	40	41	42	43	44
GLP1R inv ag	-24%	62%[activator]	-12%	2.8µM*	46%[activator]	-16%	?	?
TDP-43 yeast inh	0%	?	-16%	-8%	2%	10%	6%	2%
PTHR1 agonist	i	i	-8%	-54%[inhibitor]	-7%	i	i	-12%
FUS yeast rescue	15%	15%	-4%	?	-4%	.	-2%	22%
aSyn yeast inh	-1%	0%	-2%	8%	-3%	0%	-2%	5%
Mm-Cpn inhibitor	.	-2%	-4%	.	-1%	1%	2%	-3%
HEK293 tox	-9%	-2%	-2%	?	-10%	-2%	-48%	-7%
pAkt inh	.	i	i	i	i	i	i	i
Abeta yeast res	-6%	4%	6%	1%	8%	20%	6%	0%

Bioassay records deposited in PubChem BioAssay by National Center for Advancing Translational Sciences (NCATS).

Only part of the results is shown; rates above refer to the full screens.
